# Screening data deposited in PubChem BioAssay by several laboratories.
# NR5A2 inv ag: LRH-1 (NR5A2) inverse agonists, primary screen, cell-based, luminescence, HEK293T, StAR-luciferase reporter; inhibition, % at 3.6 µM; 360,000 tested, 0.13% active; LRH-1 transfected, 24 h; Nuclear receptor subfamily 5 group A member 2 (Homo sapiens), O00482; AID 602396, 2012;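 active = inhibition above the mean inhibition of all tested compounds plus 3 SD, cut at about 73% in these data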;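 also: 0% = DMSO wells and 100% = reporter-only cells lacking LRH-1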
# TLR9-MyD88 block: inhibitors of TLR9-MyD88 association in cells, primary screen, cell-based, CHO, BLA complementation, fluorescence; CCF4 FRET ratio; Toll-like receptor 9 (Homo sapiens) + Myeloid differentiation primary response protein …; 340,000 tested, 0.21% active; inhibition, % at 4.98 µM;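 active = inhibition above the mean over all tested compounds plus 3 SD, cut at about 21% in these data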;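 also: 0% = DMSO only wells and 100% = clavulanate BLA inhibitor control wells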
# Vif inh: HIV Vif self-association inhibitors, primary screen, imaging, HEK293T, single point; HEK293T cells, Vif self-association by quenched fluorescence, 24 h; inhibition, % at 7.49 µM; 340,000 tested, 0.35% active; AID 602346, 2012; in the data active = inhibition above about 50%, passing the limit was not always enough; also: some results filed as inactive read as strong as hits
# TROY NFkB inh: inhibitors of TROY-driven NF-kB signaling, primary screen, Q293 LMP1-TROYcd cells, NF-kB luciferase, uHTS; Q293 LMP1-TROYcd NF-kB luciferase reporter, 4 h; inhibition, % at 10 µM; 360,000 tested, 0.98% active;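 active = compounds whose plate-normalised and pattern-corrected inhibition of the luciferase reporter signal at the single screening dose is 50% or more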
# SRC3 inh: SRC3 coactivator transcriptional activity inhibitors, primary screen, cell-based, luminescence; HEK293 GAL4-SRC3 luciferase reporter; inhibition, % at 3.6 µM; 360,000 tested, 0.17% active; AID 588352, 2011;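 active = inhibition above a per-campaign cutoff, the mean of all compounds plus 3 SD, cut at about 60% in these data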;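 also: 0% = DMSO-treated cells and 100% = gossypol-treated cells at 36 µM; higher means less SRC3-driven luciferase light from the GAL4 reporter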
# Target sequence (Q9Y6Q9 whole entry, looked up, the tested form may be a part): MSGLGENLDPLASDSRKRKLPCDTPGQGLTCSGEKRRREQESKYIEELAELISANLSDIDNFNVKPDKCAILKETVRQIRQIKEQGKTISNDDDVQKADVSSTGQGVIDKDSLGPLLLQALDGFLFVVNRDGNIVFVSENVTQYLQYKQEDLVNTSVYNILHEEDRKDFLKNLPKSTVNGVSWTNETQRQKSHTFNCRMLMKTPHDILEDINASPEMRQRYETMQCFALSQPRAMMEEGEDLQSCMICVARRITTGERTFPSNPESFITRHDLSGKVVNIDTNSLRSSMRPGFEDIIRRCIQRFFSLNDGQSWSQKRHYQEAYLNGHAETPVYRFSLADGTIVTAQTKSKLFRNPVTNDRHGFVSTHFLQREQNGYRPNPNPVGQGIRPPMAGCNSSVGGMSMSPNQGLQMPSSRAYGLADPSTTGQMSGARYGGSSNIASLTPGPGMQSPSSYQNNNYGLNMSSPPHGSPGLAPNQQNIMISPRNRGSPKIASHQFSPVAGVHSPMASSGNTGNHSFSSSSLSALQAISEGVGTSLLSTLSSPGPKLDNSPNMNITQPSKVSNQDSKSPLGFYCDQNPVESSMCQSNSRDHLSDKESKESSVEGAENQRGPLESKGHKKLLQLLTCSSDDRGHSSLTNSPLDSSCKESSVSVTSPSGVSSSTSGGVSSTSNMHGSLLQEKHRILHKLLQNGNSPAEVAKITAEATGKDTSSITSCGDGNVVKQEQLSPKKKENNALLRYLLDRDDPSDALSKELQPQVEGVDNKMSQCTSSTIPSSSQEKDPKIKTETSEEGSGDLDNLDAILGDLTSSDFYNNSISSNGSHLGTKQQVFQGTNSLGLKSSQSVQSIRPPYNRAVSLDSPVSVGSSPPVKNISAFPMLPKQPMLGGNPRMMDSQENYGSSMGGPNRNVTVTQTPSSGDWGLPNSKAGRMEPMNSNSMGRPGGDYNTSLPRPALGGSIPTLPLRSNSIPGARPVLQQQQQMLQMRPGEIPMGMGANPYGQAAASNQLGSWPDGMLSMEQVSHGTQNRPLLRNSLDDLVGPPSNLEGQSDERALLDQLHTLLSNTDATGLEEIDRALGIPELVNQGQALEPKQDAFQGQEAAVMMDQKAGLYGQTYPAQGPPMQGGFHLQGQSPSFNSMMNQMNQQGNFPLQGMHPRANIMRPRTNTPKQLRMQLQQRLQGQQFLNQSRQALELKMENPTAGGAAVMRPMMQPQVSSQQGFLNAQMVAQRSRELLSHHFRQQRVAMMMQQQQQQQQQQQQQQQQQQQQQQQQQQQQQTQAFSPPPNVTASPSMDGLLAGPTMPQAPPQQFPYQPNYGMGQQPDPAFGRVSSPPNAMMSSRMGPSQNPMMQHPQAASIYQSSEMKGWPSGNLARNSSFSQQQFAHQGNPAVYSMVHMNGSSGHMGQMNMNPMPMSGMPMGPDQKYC
# TRAIL sens C8: viability loss with TRAIL in NB7+C8 cells, primary screen, TRAIL sensitizer project, cell-based, ATPlite luminescence. inhibition (viability loss, TRAIL sensitization), % at 10 µM. 360,000 tested, 1% active;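 active = compounds causing at least 50% loss of cell viability in the single-dose screen, relative to plate controls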
# SRC2 inh: inhibition of GAL4-SRC2 driven luciferase reporter, primary screen, SRC2 inhibitor project, cell-based, luminescence. inhibition, % at 9 µM. 370,000 tested, 0.17% active. Nuclear receptor coactivator 2 (Homo sapiens), Q15596. HEK293 GAL4-SRC2 luciferase reporter;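 active = inhibition above the mean inhibition of all tested compounds plus 3 SD, set per campaign, cut at about 52% in these data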;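 also: 0% = DMSO treated cells and 100% = cells given Gossypol at 36 µM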
# LMP1 NFkB inh: EBV LMP1-driven NF-kappaB luciferase reporter inhibitors, primary screen, cell-based, luminescence, single point | inhibition, % at 12.5 µM | 350,000 tested, 0.69% active | AID 504558, 2011 | LMP1-induced NF-kappaB luciferase reporter cells; in the data active = inhibition above about 41%;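 also: 0% = neutral control wells and 100% = reference inhibitor control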
# NOD2-RIPK2 inh: NOD2-RIPK2 binding disruptors in cells, primary screen, fluorescence, CHO cells, BLA complementation | CCF4 ratio | inhibition, % at 4.98 µM | 360,000 tested, 0.38% active | AID 624267, 2012; in the data active = inhibition above about 21%;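 also: 0% = vehicle only and 100% = reference blocker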
# COUP-TFII inh: NR2F2 transcriptional activity inhibitors, primary screen, cell-based, luciferase reporter, HEK293T, luminescence; inhibition, % at 8.6 µM; HEK293T NGFI-A luciferase reporter; COUP transcription factor 2 (Homo sapiens), P24468; AID 686940, 2013; 370,000 tested, 0.7% active;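 active = inhibition above a per-plate cutoff, mean inhibition of test wells between control levels plus 3 SD, cut at about 38% in these data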;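 also: cells cotransfected with COUP-TFII expression vector driving the NGFI-A reporter; 0% = median of COUP-TF2 test wells and 100% = reporter-only cells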
# SRC1 inh: SRC1 coactivator transcriptional activity inhibitors, primary screen, cell-based, luminescence | AID 588354, 2011 | Nuclear receptor coactivator 1 (Homo sapiens), Q15788 | inhibition, % at 3.6 µM | 360,000 tested, 0.12% active | HEK293 GAL4-SRC1 luciferase reporter;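 active = inhibition above the campaign mean plus 3 SD, with each screening campaign given its own cutoff, cut at about 60% in these data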;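 also: 0% = DMSO treated cells and 100% = gossypol at 36 µM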
# * marks the source's active call; other numbers are inactive results; nt = not tested or not shown; & = joins results of further samples. A portion of the library (hit frequency here may not be typical).
SMILES,NR5A2 inv ag,TLR9-MyD88 block,Vif inh,TROY NFkB inh,SRC3 inh,TRAIL sens C8,SRC2 inh,LMP1 NFkB inh,NOD2-RIPK2 inh,COUP-TFII inh,SRC1 inh
CCCC(=O)C1C(=O)NC(=O)NC1=O,13,3,16,-12,-4,-8,20,-7,-9,-5,2
COc1ccc(-n2c(O)c(C(C)=NCc3ccco3)c(=O)[nH]c2=O)cc1,-4,17,-9,-6,-8,-23,19,2,-18,9,5
COc1ccc(OC)c(CN2CCN(C(=O)Cc3ccccc3)CC2)c1,-11,-1,-3,-1,9,-5,-2,-38,2,-10,-46
CSc1nc2ccccc2c(=O)n1-c1cccnc1,4,1,5,-4,-4,4,19,-2,5,10,-9
CCN1CCN(C(=O)COc2ccc(S(=O)(=O)N3CCOCC3)cc2C)CC1,-11,-7,8,-8,1,-7,-14,3,-6,-5,-3
CN(C(=O)Oc1cccc2ccccc12)C1C=CCC1 (stereo not drawn),-20,-7,-10,-24,-38,15,-26,-18,-1,-20,-62
CN1OC[C@@H]2CN[C@H](c3ccc(Br)cc3)C[C@@H]21,-10,-3,0,-3,5,8,7,-4,-1,9,-26
Cc1ccccc1NC1=NCC(C)S1 (stereo not drawn),-17,-8,18,-22,7,-16,-6,-23,-5,11,-38
Cc1ccccc1CN1CCN(c2ccc(Cl)cc2)CC1,4,1,-2,-5,11,4,-5,-1,-2,4,-25
Cc1ccc(-n2c(-c3ccc([N+](=O)[O-])cc3)nc3ccccc3c2=O)cc1,-41,-2,5,-1,13,5,-20,11,-7,9,4
COC(=O)C1=C(c2ccc(-c3ccccc3)c(F)c2)C[C@@H]2CC[C@H]1N2C(=O)N1CCc2cc(OC)c(OC)cc2C1,6,6,-14,14,13,10,8,14,1,5,4
CC(C)C[C@@H]1COc2cccc(N3CCN(C)CC3)c2S(=O)(=O)N1,1,nt,nt,-17,nt,7,-6,nt,1,-14,nt

# Brought forward from above: two entries, then new ones.
SMILES,NR5A2 inv ag,TLR9-MyD88 block,Vif inh,TROY NFkB inh,SRC3 inh,TRAIL sens C8,SRC2 inh,LMP1 NFkB inh,NOD2-RIPK2 inh,COUP-TFII inh,SRC1 inh
COC(=O)C1=C(c2ccc(-c3ccccc3)c(F)c2)C[C@@H]2CC[C@H]1N2C(=O)N1CCc2cc(OC)c(OC)cc2C1,6,6,-14,14,13,10,8,14,1,5,4
CC(C)C[C@@H]1COc2cccc(N3CCN(C)CC3)c2S(=O)(=O)N1,1,nt,nt,-17,nt,7,-6,nt,1,-14,nt
O=C(c1ccccc1)C(CN1CCCC1)c1ccccc1 (stereo not drawn),21,2,1,11,52,19,52,73*,8,-4,49
COc1ccc(Oc2cc(NC(=O)c3nn(C)cc3[N+](=O)[O-])cc([N+](=O)[O-])c2)cc1,8,13,19,-9,-20,88*,-7,-5,-4,-4,-18
CC[C@@H](O)C[C@H]1CCC[C@@]2(C[C@@H]3OC(=O)/C=C/[C@@](C)(O)[C@@H](O)[C@H](C)[C@@H](O)[C@H](OC4CCC(N(C)C)C(C)O4)[C@@H](O)[C@](C)(O)CCCCC/C=C/[C@@H]4CC(C)(C)O[C@@]4(O)C[C@H](O2)[C@H]3C)O1 (stereo partly drawn),92*,-10,14,48,73*,21,-17,24,-2,80*,69*
O=C(c1c[nH]cc1-c1ccccc1)c1cccc2ccccc12,10,-4,-7,-4,15,-8,-10,4,8,3,-12
Cc1nn(-c2ccccc2)c2c1C(c1ccc3c(c1)OCO3)SCC(=O)N2 (stereo not drawn),9,-1,-4,-17,17,2,8,14,2,6,-11
ClCCN(CCCl)c1ccc(C=NNc2ncccn2)cc1,-102,6,-6,-37,-89,31,-60,16,-8,-20,-121
O=C(O)c1ccc(-[n+]2c(-c3ccccc3)cc(-c3ccccc3)cc2-c2ccccc2)cc1,8,-3,-3,-6,-1,4,-19,-4,-2,4,-7
CC[C@@H]1c2ccccc2[C@@H]2CC[C@H]1N2c1ccccc1,-3,nt,nt,nt,nt,-8,-56,nt,-5,-6,nt
COc1ccc(N/N=C/c2c(O)n(-c3ccc(C)c(C)c3)c(=O)[nH]c2=O)cc1,-5,12,3,-8,14,10,-7,-6,-6,-2,-3
O=C(c1cc2cc3ccc(Cl)cc3nc2o1)N1CCC2(CC1)OCCO2,2,11,28,-44,4,6,-29,-11,-10,1,4
CC1CCCCC1NC1CCN(C)CC1 (stereo not drawn),0,-6,1,-3,5,8,11,8,7,-28,12
CCC(=O)O[C@@H]1[C@@H](OC(C)=O)[C@@]2(O)C(C[C@H](O)C2(C)C)[C@](C)(O)[C@H]2CC[C@@H]3[C@@H](O)[C@]12C[C@@]3(C)O (stereo partly drawn),-4,-20,-3,1,-22,-12,3,-5,-7,3,-11
Cc1ccc(C(C)C)c(OCC(=O)N2CCN(Cc3nc4cc([N+](=O)[O-])ccc4n3C)CC2)c1,-13,-5,19,4,2,2,14,4,0,-4,-13
CCCC(C)CC1(CCO)C(=O)NC(=S)NC1=O (stereo not drawn),-6,-2,13,-12,0,11,-5,2,-10,0,11
O=C1CCCN1c1ccc(S(=O)(=O)O)cc1 (tested in a mixture with another compound),4,4,8,11,17,23,14,14,-3,-4,7
C1=CC(Cc2cncs2)c2ccccc21 (stereo not drawn),-16,5,-5,-5,3,7,2,-5,-3,0,-7
Nc1cc(Cl)cc(C(=O)O)c1Cl,-1,1,14,-23,16,-2,0,0,-4,4,5
NCCc1cc(O)c(O)cc1O,10&19,0&2,-4&-13,4&-1,-25&-12,14&-12,-14&24,5&3,-11&0,9&12,-4&-6
CC12CN3CN(C1)CC(C)(C3)C2=NO,4,1,-5,-7,2,9,-26,5,-7,-10,-11
C=CCn1c(O)c(C(C)=Nc2ccc3c(c2)CCC3)c(=O)[nH]c1=O,0,8,0,-3,8,-12,-14,-4,2,-8,-19
CNCCc1c(C)n[nH]c1C,-14,4,-15,nt,-16,-14,-9,1,-6,-11,14
CS(=O)(=O)c1ccc(C2=C(CNC(=O)c3cccs3)[C@H]3CC[C@@H](C2)N3CCOc2ccccc2)cc1,13,3,-4,7,11,-7,14,-3,-4,4,-6
O=c1[nH]c(=O)n(C2CCCCC2)c(O)c1/C=N/N1CCCCC1c1cccnc1 (stereo not drawn),-5,-8,-4,14,0,14,-13,4,3,9,3
CC1=NOC2(C)Nc3ncnn3C(c3ccccc3)C12 (stereo not drawn),13,-16,7,-13,-14,-5,-1,10,2,0,-21
COc1ccc2[nH]c(C)c(CCNCc3cn(C)c4ccccc34)c2c1,7,-5,-5,7,16,21,25,16,3,-6,5
CCC(=O)c1ccc(OCC(=O)N2CCN(CC(=O)Nc3ccccc3C(F)(F)F)CC2)cc1,8,4,-32,3,-16,-3,14,11,-15,35,18
O=C(O)c1nn(Cc2ccc(Cl)cc2)c2ccccc12,0,3,-1,7,3,-4,5,0,2,3,1
CC1=CC2OC3CC4OC(=O)C=CC=CC(=O)OCCC(C)C(O)C(=O)OCC2(CC1O)C4(C)C31CO1 (stereo not drawn),97*,-11,-26,84*,93*,72*,nt,85*,29*,nt,94*
O=C(N/N=C/c1c(O)n(-c2ccccc2)c(=O)[nH]c1=O)c1ccncc1,13,0,3,9,23,11,-14,-15,-5,-8,-17
Cc1ccc(CN(Cc2ccccc2)C(=S)NCC(=O)N2CCC3(CC2)OCCO3)o1,-4,6,5,20,9,0,21,-1,-2,15,7
CN1CCN(Cc2cn3cccnc3n2)CC1,2,4,5,12,3,-3,-12,-6,-2,6,1
CCC(=O)c1cn(Cc2ccc(C#N)cc2)c2ccccc12,20,2,8,-12,14,4,12,-18,-6,-3,10
CC(=O)c1cn(Cc2ccccc2F)c2ccccc12,38,4,-9,9,25,26,-2,14,7,54*,35
O=C(c1ccc(Cl)cc1)C1CCCN(Cc2ccc3c(c2)OCCO3)C1 (stereo not drawn),-4,-5,nt,-5,4,1,-12,1,3,-7,3
Cc1ccc2c(c1)C1CN(C)CCC1N2C(=O)COc1ccc(S(=O)(=O)N2CCOCC2)cc1 (stereo not drawn),-14,-6,11,12,16,-2,-38,-1,-7,-9,6
O=C(c1ccc2c(=O)n(Cc3ccc4c(c3)OCO4)c(=S)[nH]c2c1)N1CCC2(CC1)OCCO2,19,0,11,8,8,8,nt,-3,-7,nt,-4
O=C1NCN(c2ccccc2)C12CCN(C(c1ccccc1)c1nnnn1-c1ccc3c(c1)OCCO3)CC2 (stereo not drawn),13,nt,-1,-2,5,-10,-20,nt,0,-3,6
O=C(c1ccccc1F)N1CCC2(CC1)OCCO2,3,-3,-1,0,-17,-6,-12,-1,3,10,1
Cc1cc(C)c(C(=O)N2CCC3(CC2)OCCO3)c(C)c1,-2,-9,10,17,1,-6,-7,1,-8,-21,2
COC(=O)C1=C(c2ccc(OC)c(OC)c2)C[C@@H]2CC[C@H]1N2C(=O)NCCOc1ccc(OC)cc1,-25,7,-6,-11,8,-15,18,1,-2,8,-3
COC(=O)C1=C(c2ccccc2)C[C@@H]2CC[C@H]1N2C(=O)N1CCC(C)CC1,-5,-3,-18,-3,13,1,30,-5,-3,21,-10
CCCCC(=O)N/N=C/c1c(O)n(CCC2=CCCCC2)c(=O)[nH]c1=O,13,nt,-5,8,28,20,2,nt,-9,2,-15
Cc1cccc(C)c1-n1nnnc1C(c1cccs1)N1CCC(n2c(=O)[nH]c3ccccc32)CC1 (stereo not drawn),9,nt,nt,34,17,-2,3,nt,0,10,4
CCOC(=O)c1c(C)n(Cc2ccc3c(c2)OCO3)c2ccc(O)cc12,-57,-3,-13,-1,-17,-22,-3,-9,4,-1,-6
N#CC1(c2ccccc2)CCN(C2CC(=O)N(c3cccc(F)c3)C2=O)CC1 (stereo not drawn),0,-2,1,10,-2,1,-11,10,-3,-11,-15
CC(C)NCC(O)c1ccc(C2CCCC2)cc1 (stereo not drawn),18,-1,11,17,10,14,-17,0,2,1,12
CSc1ccc(C(c2c(O)c3ccccc3oc2=O)c2c(C)n(C)n(-c3ccccc3)c2=O)cc1 (stereo not drawn),5,6,-13,11,15,0,-12,-5,-2,6,4
CSCCC(c1nnnn1C1CCCC1)N1CCC(n2c(=O)[nH]c3ccccc32)CC1 (stereo not drawn),6,nt,-5,6,0,-29,24,nt,0,-2,15
Clc1cccc(Cl)c1CN1CCN(c2ccccc2)CC1,-5,2,0,3,15,-11,11,7,-8,12,5
CCOc1cccc(CNC2CN3CCC2CC3)c1 (stereo not drawn),9,5,1,-6,-14,0,-1,-23,-8,-22,-17
CC(=O)OC1C(O)C2=C3C4(C)C1C(C)(C)C(=O)CC4C3(O)C(OC(C)=O)C1(CC1C)C2=O (stereo not drawn),13,nt,nt,-37,nt,11,6,nt,-20,-6,nt
